hgDAF12 agonist: agonists of H. glycines DAF-12 nuclear receptor; HEK293 GAL4-hgDAF12 UAS-luciferase reporter, agonist luminescence; normalized to butyrate control; activation, % at 6.8 µM; hit rate 1.8% among 370,000;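 active = activation above a cutoff set at the mean of all screened compounds plus 3 SD, cut at about 10% in these data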;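 note: 0% = DMSO wells and 100% = sodium butyrate wells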
ADAM10 inh: inhibits human ADAM10; hit rate 0.62% among 370,000; inhibition, % at 7 µM; O14672; recombinant ADAM10, EDANS/DABCYL FRET peptide cleavage, 3 h;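 active = inhibition above a per-campaign cutoff equal to the mean of compounds falling between control-based bounds plus 3 SD, cut at about 20% in these data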;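 note: 0% = DMSO wells while the 100% control is not disclosed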
GC-A act: GC-A (human) enzyme activation; P16066; HEK293 GC-A cells, cGMP TR-FRET, EC30 ANP; 0% at EC30 ANP, 100% saturating ANP; activation, % at 10 µM; hit rate 0.14% among 370,000; AID 1671463; in the data active = activation above about 40%
SMARCA2 act: activators of SMARCA2 function; AID 652017; activation, % at 9.1 µM; MG213 cells, MMTV-luciferase reporter, dexamethasone, overnight; hit rate 1% among 370,000; in the data active = activation above about 7.8%;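 note: 0% = vehicle wells and 100% = reference activator wells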
sPLA2-III inh: Blocks human group III sPLA2 activity; hit rate 0.56% among 370,000; inhibition, % at 12.2 µM; AID 743126; QFRET BODIPY PC-A2 liposome hydrolysis, fluorescence;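 active = inhibition above mean plus 3 SD of compounds lying within the high and low control bounds, cut at about 19% in these data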;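 note: 0% = median of test compound wells and 100% = no enzyme DMSO wells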
FXN GAA850 act: activators of GAA850 frataxin (FXN) promoter. AID 540364. hit rate 0.56% among 360,000. activation, % at 6 µM. HEK293 lucGAA850 FXN promoter luciferase reporter, 24 h; percent of 10 µM SAHA response;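 active = activation above the average of all compounds screened plus 3 SD, cutoff fixed separately per campaign, cut at about 7.5% in these data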;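 note: 0% = DMSO wells and 100% = 10 µM SAHA wells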
GC-B act: GC-B (human) receptor activation; P20594; HEK293-GC-B cells, CNP EC30, cGMP TR-FRET; 0% at EC30 CNP, 100% saturating CNP; activation, % at 10 µM; hit rate 0.11% among 370,000; AID 1920062;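 active = activation at 10 µM reaching about 35% in either raw or pattern-adjusted values, limit read from the data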
Target sequence (P20594 whole entry, looked up): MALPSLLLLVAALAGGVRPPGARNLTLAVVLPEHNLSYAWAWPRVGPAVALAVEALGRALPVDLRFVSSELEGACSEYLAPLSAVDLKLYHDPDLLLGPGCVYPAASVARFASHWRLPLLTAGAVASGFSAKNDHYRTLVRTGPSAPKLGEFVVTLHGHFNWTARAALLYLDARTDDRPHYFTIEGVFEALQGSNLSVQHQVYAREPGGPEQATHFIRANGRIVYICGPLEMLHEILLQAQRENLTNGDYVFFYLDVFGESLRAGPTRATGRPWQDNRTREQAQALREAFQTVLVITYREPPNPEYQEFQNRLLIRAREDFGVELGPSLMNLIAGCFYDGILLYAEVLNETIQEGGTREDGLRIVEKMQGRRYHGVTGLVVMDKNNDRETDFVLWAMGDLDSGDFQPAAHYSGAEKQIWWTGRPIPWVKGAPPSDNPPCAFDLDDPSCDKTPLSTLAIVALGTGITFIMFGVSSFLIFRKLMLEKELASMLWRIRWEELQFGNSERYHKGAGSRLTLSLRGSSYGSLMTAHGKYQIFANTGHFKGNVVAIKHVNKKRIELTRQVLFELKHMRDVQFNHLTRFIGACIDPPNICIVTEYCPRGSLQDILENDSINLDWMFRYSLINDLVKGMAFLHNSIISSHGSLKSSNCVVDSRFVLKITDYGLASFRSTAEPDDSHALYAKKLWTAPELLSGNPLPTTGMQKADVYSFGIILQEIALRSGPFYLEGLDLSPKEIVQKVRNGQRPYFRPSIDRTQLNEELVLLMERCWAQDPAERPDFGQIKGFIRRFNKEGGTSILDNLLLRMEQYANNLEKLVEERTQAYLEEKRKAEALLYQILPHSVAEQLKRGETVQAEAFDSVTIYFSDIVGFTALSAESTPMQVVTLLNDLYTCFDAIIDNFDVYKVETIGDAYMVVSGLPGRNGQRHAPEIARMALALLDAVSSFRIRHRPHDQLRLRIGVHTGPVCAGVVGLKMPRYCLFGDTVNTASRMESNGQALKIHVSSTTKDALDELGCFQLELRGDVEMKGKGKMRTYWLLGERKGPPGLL
hcDAF12 agonist: H. contortus DAF-12 activation, primary screen | HEK293 hcDAF-12 lit1-tk-luc reporter, luminescence; 0% DMSO, 100% Δ7-dafachronic acid | AID 652067 | hit rate 1.4% among 370,000 | activation, % at 6.8 µM;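 active = activation above the mean of all tested compounds plus 3 SD, cut at about 5.5% in these data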;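 note: 100% = response to 3 µM Δ7-dafachronic acid high control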
ssDAF12 agonist: activators of S. stercoralis DAF-12 nuclear receptor | HEK293 ssDAF-12/GRIP1 lit1-tk-luc reporter, luminescence; % of 3 µM dafachronic acid response | activation, % at 6.8 µM | hit rate 1% among 370,000;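 active = activation above the mean over all tested compounds plus 3 SD, cut at about 0.9% in these data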;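 note: 0% = DMSO-only wells and 100% = 3 µM delta7-dafachronic acid wells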
DAX1 inh-1: blocks DAX1 repression of SF-1 activated StAR promoter | HEK293T StAR-luciferase reporter, SF-1/DAX-1 repression relief | hit rate 1.1% among 370,000 | AID 652010 | inhibition, % at 6.8 µM;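 active = inhibition above the mean over all tested compounds plus 3 SD, cut at about 3.6% in these data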;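 note: 0% = DAX-1 cells with DMSO and 100% = cells lacking DAX-1 with DMSO; higher inhibition means more luminescence from relief of DAX-1 repression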
DAX1 inh-2: inhibits human nuclear receptor DAX1. P51843. HEK293 Gal4-DAX1 luciferase reporter, luminescence. inhibition, % at 6.75 µM. hit rate 0.99% among 340,000. AID 504766;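 active = inhibition above the mean over all tested compounds plus 3 SD, cut at about 4.2% in these data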;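 note: 0% = DAX1-transfected cells with DMSO and 100% = empty-vector control cells with DMSO; inhibition shows as a rise in luminescence from relieved DAX1 repression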
Active calls of the source: *; · = not tested or not shown.

no.	smiles	sPLA2-III inh	ADAM10 inh	DAX1 inh-2	ssDAF12 agonist	DAX1 inh-1	hgDAF12 agonist	GC-B act	GC-A act	FXN GAA850 act	hcDAF12 agonist	SMARCA2 act
1	CC1CN(C(=O)Cn2cnc3c2c(=O)n(C)c(=O)n3C)CC(C)O1 (centres undefined)	8	0	0.8	-1.0	-0.3	-0.6	5	3	-0.1	-1.1	-2
2	N#Cc1c(/N=C/c2cc(Br)cs2)sc2c1CCC2	8	-25	-0.8	-1.4	0.0	0.8	-3	1	6.1	0.0	1
3	O=C(Nc1ccsc1C(=O)O)c1ccc(Cl)cc1	-2	8	2.1	3.0*	1.5	10.0	-6	0	4.0	9.1*	8.7*
4	COC(=O)CCCC1=CC2=C(c3ccccc3)C(=O)C(C)(OC(=O)C3CCCC3)C(=O)C2=CN1Cc1ccc2c(c1)OCO2 (centres undefined)	-4	-2	-0.8	-1.6	-0.1	-0.9	9	27	1.3	-1.3	2
5	O=C(Nc1ccccc1)c1ccccc1OCc1cccc([N+](=O)[O-])c1	12	10	0.8	-1.4	0.5	1.1	1	-1	-0.1	-1.5	-1
6	O=C(O)CCC(=O)N1CCN(c2nc3ccccc3s2)CC1	4	-1	-0.1	-1.1	-0.2	2.0	5	-4	-0.2	-1.2	2
7	COc1cccc(C(C(=O)NCc2ccccc2)N2CCN(c3ccccc3F)CC2)c1OC (centres undefined)	-8	2	·	-1.5	-1.1	-0.1	-6	0	·	0.8	-2
8	COc1ccc(CNC(=O)CSc2nnnn2Cc2ccccc2)cc1	1	-1	-0.5	-1.4	0.0	-1.4	-1	-2	-1.4	-2.4	-1
9	COc1ccc(OC)c(Nc2nc(-c3cccs3)cs2)c1	4	2	-0.6	0.9*	0.5	3.6	0	-8	0.9	7.4*	3
10	O=C(CNCc1ccccc1[N+](=O)[O-])N1CCC2(CC1)OCCO2	4	0	·	0.3	2.0	13*	-5	-3	·	7.0*	0
11	COc1cc(/C=C/C(=O)N2CCOCC2)ccc1OCc1ccccc1	-6	-51	-1.3	-1.9	-0.6	-0.1	-2	3	4.5	0.1	-3
12	CCOC(=O)c1c(-c2ccccc2)csc1NC(=O)CCN1C(=O)c2ccccc2C1=O	1	5	-0.5	-1.1	0.2	-0.9	1	1	0.5	-1.6	-2
13	O=S(=O)(c1ccc2c(c1)C(O)c1ccccc1CC2)C(F)(F)F (centres undefined)	6	9	1.2	-0.4	0.0	1.3	-8	-2	0.2	-2.1	0
14	Cc1cc2oc3ccc(NCCCn4ccnc4)cc3c(=O)c2cc1C	-25	-15	2.4	-0.7	1.4	6.4	-2	8	4.4	0.9	5
15	CC(=O)OC(C(=O)NCc1ccc2c(c1)OCO2)c1ccccc1Cl (centres undefined)	0	8	0.0	-1.0	1.0	-0.5	-1	-2	3.0	0.7	-2
16	CC(=O)c1c(C)[nH]c(C(=O)OCC(=O)N2CCN(S(=O)(=O)c3ccc(C)cc3C)CC2)c1C	-26	0	-1.1	-1.6	-1.0	-3.0	4	0	1.4	-2.0	-3

Reprinted: nos. 1–13
no.	smiles	sPLA2-III inh	ADAM10 inh	DAX1 inh-2	ssDAF12 agonist	DAX1 inh-1	hgDAF12 agonist	GC-B act	GC-A act	FXN GAA850 act	hcDAF12 agonist	SMARCA2 act
1	CC1CN(C(=O)Cn2cnc3c2c(=O)n(C)c(=O)n3C)CC(C)O1 (centres undefined)	8	0	0.8	-1.0	-0.3	-0.6	5	3	-0.1	-1.1	-2
2	N#Cc1c(/N=C/c2cc(Br)cs2)sc2c1CCC2	8	-25	-0.8	-1.4	0.0	0.8	-3	1	6.1	0.0	1
3	O=C(Nc1ccsc1C(=O)O)c1ccc(Cl)cc1	-2	8	2.1	3.0*	1.5	10.0	-6	0	4.0	9.1*	8.7*
4	COC(=O)CCCC1=CC2=C(c3ccccc3)C(=O)C(C)(OC(=O)C3CCCC3)C(=O)C2=CN1Cc1ccc2c(c1)OCO2 (centres undefined)	-4	-2	-0.8	-1.6	-0.1	-0.9	9	27	1.3	-1.3	2
5	O=C(Nc1ccccc1)c1ccccc1OCc1cccc([N+](=O)[O-])c1	12	10	0.8	-1.4	0.5	1.1	1	-1	-0.1	-1.5	-1
6	O=C(O)CCC(=O)N1CCN(c2nc3ccccc3s2)CC1	4	-1	-0.1	-1.1	-0.2	2.0	5	-4	-0.2	-1.2	2
7	COc1cccc(C(C(=O)NCc2ccccc2)N2CCN(c3ccccc3F)CC2)c1OC (centres undefined)	-8	2	·	-1.5	-1.1	-0.1	-6	0	·	0.8	-2
8	COc1ccc(CNC(=O)CSc2nnnn2Cc2ccccc2)cc1	1	-1	-0.5	-1.4	0.0	-1.4	-1	-2	-1.4	-2.4	-1
9	COc1ccc(OC)c(Nc2nc(-c3cccs3)cs2)c1	4	2	-0.6	0.9*	0.5	3.6	0	-8	0.9	7.4*	3
10	O=C(CNCc1ccccc1[N+](=O)[O-])N1CCC2(CC1)OCCO2	4	0	·	0.3	2.0	13*	-5	-3	·	7.0*	0
11	COc1cc(/C=C/C(=O)N2CCOCC2)ccc1OCc1ccccc1	-6	-51	-1.3	-1.9	-0.6	-0.1	-2	3	4.5	0.1	-3
12	CCOC(=O)c1c(-c2ccccc2)csc1NC(=O)CCN1C(=O)c2ccccc2C1=O	1	5	-0.5	-1.1	0.2	-0.9	1	1	0.5	-1.6	-2
13	O=S(=O)(c1ccc2c(c1)C(O)c1ccccc1CC2)C(F)(F)F (centres undefined)	6	9	1.2	-0.4	0.0	1.3	-8	-2	0.2	-2.1	0

(further entries)
no.	smiles	sPLA2-III inh	ADAM10 inh	DAX1 inh-2	ssDAF12 agonist	DAX1 inh-1	hgDAF12 agonist	GC-B act	GC-A act	FXN GAA850 act	hcDAF12 agonist	SMARCA2 act
17	Fc1cccc(Cl)c1Cn1nnc(-c2ccc(N3CCOCC3)cc2)n1	-4	-2	0.0	-1.5	0.6	-2.0	2	11	3.0	-1.2	4
18	CCOc1ccc2[nH]c(=O)c(CN(Cc3nnnn3CCc3ccccc3)CC3CCCO3)cc2c1 (centres undefined)	-2	-10	0.3	-1.1	0.6	-1.8	1	-6	1.4	-1.5	2
19	COc1ccc(N/C(=N\c2nc(C)cc(C)n2)NC(=O)C(C)C)cc1OC	1	-3	0.1	-0.4	0.3	1.1	2	2	-0.8	-0.8	-1
20	CC1CCN(S(=O)(=O)c2ccc(Br)s2)CC1	-10	2	1.8	-1.3	0.2	-1.8	-4	-4	0.9	0.8	1
21	CC(C)(C)OC(=O)C[C@@H]1C/C=C\C[C@H](CC(=O)N(CCO)Cc2ccccc2)C(=O)NC[C@H](c2ccccc2)OC1=O	-11	3	-0.5	-1.3	-0.6	-2.7	4	1	-1.4	0.9	0
22	CCC(C(=O)NCCC1=CCCCC1)n1nc(C)c2c(C)n(-c3ccccc3)nc2c1=O (centres undefined)	0	-2	0.1	-0.9	-2.2	-1.6	1	-3	-2.5	-3.5	-1
23	COc1cc(/C=N/NC(=O)COc2ccc([N+](=O)[O-])cc2)ccc1OCC(=O)N1CCOCC1	3	1	2.4	-0.8	-0.1	2.1	-1	1	1.6	0.4	3
24	Cc1ccccc1N1C(=O)c2cccc3c(N(C)CCO)ccc(c23)C1=O	-44	-128	0.8	-1.6	-0.8	-1.6	-1	3	-2.5	-1.8	0
25	Cc1ccc(S(=O)(=O)N(C)C[C@H]2OCc3cnnn3CCCC(=O)N([C@@H](C)CO)C[C@H]2C)cc1	9	-1	0.7	-1.4	-0.4	2.2	5	4	-1.2	-0.2	-3
26	CSc1nsc(SCC(=O)Nc2nncs2)n1	-2	-4	0.5	-2.2	-1.2	2.5	-2	-2	0.4	-1.6	3
27	CN(C)CCN(C(=O)C1CCCCC1)c1nc2cc3c(cc2s1)OCCO3	-7	-10	0.9	-0.4	0.3	3.7	-4	-3	0.1	-0.2	5
28	Cc1ccc(S(=O)(=O)Nc2ccccc2C(=O)N2CCOCC2)cc1	9	-6	0.8	-0.7	-0.1	0.6	4	2	-0.5	-1.1	-1
29	CCOC(=O)c1c(N)sc(=S)c2c1CCC2	-2	1	-0.2	-0.8	-0.2	-1.1	1	-1	0.6	-1.4	-2
30	COc1ccc(C(=O)O/N=C(\N)c2ccccn2)c(OC)c1	-9	3	-1.0	-0.5	2.1	5.6	1	5	-2.9	4.8	5
31	c1ccc(CNc2nc(-c3cccs3)nc3ccccc23)cc1	-33	-4	0.1	-1.9	-0.4	1.7	15	20	0.8	-2.2	-1
32	COc1ccc(CSc2nnnn2-c2ccc(O)cc2)cc1F	-30	2	-1.4	0.3	-0.9	-2.2	2	0	0.8	-2.0	-2
33	COc1ccc(-c2cc(C(F)(F)F)nc(SCC(=O)N(C)Cc3cn(C)nc3C)n2)cc1OC	3	-345	-1.3	-1.6	-1.1	-2.0	-7	5	4.4	-3.6	-2
34	C=C1C(=O)C2=CC1CCC(=O)C1(C)CCC(OC(C)=O)C(C)(C)C1CC2O (centres undefined)	9	-14	-5.9	-1.7	-7.4	-9.7	4	1	-13	-1.1	-12
35	O=C1CC(C(=O)N2CCc3ccccc32)CN1c1cccc(C(F)(F)F)c1 (centres undefined)	3	-1	-1.2	-1.3	0.6	-0.1	13	8	0.5	-0.1	-2
36	CCCN(CCC)CCNC(=O)c1cc2c(=O)n(C)c3ccccc3c2n1C	2	-87	5.7*	-0.7	3.5	2.7	-1	2	2.3	2.5	0
37	S=c1[nH]nc(Cn2nnc3ccccc32)n1-c1ccc(Cl)cc1	4	2	1.3	-1.4	0.2	-2.7	-1	-5	2.8	-0.9	0
38	O=C(COc1ccccc1)Nc1sc2c(c1C(=O)NCc1cccnc1)CCCC2	5	-1	-1.4	-1.4	-0.9	-1.3	12	11	6.0	-1.4	5
39	Cc1ccc(C)c(S(=O)(=O)N2CCN(C(=O)[C@H](Cc3ccccc3)NC(=O)c3ccco3)CC2)c1	8	-15	0.6	-0.8	-0.1	-2.2	2	0	-2.0	0.2	-1
40	COc1cccc2c(=O)n(CC(=O)Nc3ccc(F)cc3F)ccc12	1	-36	-0.8	-1.9	-0.2	0.4	-6	1	-0.6	-2.6	-7
41	Cc1ccc2nc(C(C)(C)C)c(Cc3cccc(Cl)c3)n2c1	6	-36	·	-0.1	1.9	8.7	9	-4	·	4.8	7
42	CN(CC(=O)Nc1cccc(F)c1)C(=O)c1ccc2c(c1)NC(=O)CS2	-10	4	0.7	-1.4	-0.2	-2.2	-4	0	-0.5	0.0	1
43	CCOc1ccc(NC(=O)C(=O)N/N=C/c2ccccc2F)cc1	3	-2	-0.1	-0.9	-0.2	-0.3	1	0	-1.0	-1.5	1

Screens deposited in PubChem BioAssay by several laboratories.

Hits appear at their usual frequency; any-hit rate near 6.6%.
